# Source: PubChem BioAssay (several laboratories)
# Shn3 3UTR inh: Schnurri-3 reporter inhibition in Clone20 osteoblasts | 360,000 tested, 0.52% active | Clone20 osteoblast Shn3 3'UTR firefly luciferase, 24 h | inhibition, % at 12.5 µM;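 active means mean inhibition of at least 75% with every replicate also reaching 75%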;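 further: 0% = median of neutral control wells and 100% = pilot-screen positive control compound; some compounds past the cut are filed as inactive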
# hiPSC survival: increases survival of single human iPS cells | hiPSC single-cell survival, ATPlite luminescence; 100% = ROCK inhibitor wells, 0% = DMSO | survival enhancement, % at 20 µM | 360,000 tested, 0.044% active | AID 602274; in the data active means survival enhancement above about 18%;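 further: cells exposed to compounds for 16 hours before the ATP read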
# HIF-2a block: inhibitors of HIF-2a | 360,000 tested, 0.72% active | inhibition, % at 18.8 µM | 786-0 RCC cells HIF-2a reporter, luciferase luminescence, overnight | AID 624352;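 active means inhibition of the luminescence signal of 40% or more relative to plate controls, in a single-dose primary screen at 18.75 µM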
# CF NFkB inh: inhibitors of cystic fibrosis induced NF-kB; KKLEB NF-kB-GFP reporter, PAF-induced, GFP fluorescence overnight; 360,000 tested, 0.86% active; inhibition, % at 5 µM; AID 588850;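 active means at least 50% inhibition at 5 µM, scaled per plate between neutral and stimulator controls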;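 further: PAF is a Pseudomonas aeruginosa culture filtrate used as stimulus; plate controls were PAF-stimulated DMSO wells for no effect and unstimulated DMSO wells for full effect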
# KKLEB cytotox: counter-screen for CF NF-kB inhibitors: cytotoxicity; 360,000 tested, 0.36% active; activity change (cytotoxicity), % at 5 µM; KKLEB CF airway cells viability, ATPlite luminescence, overnight; stronger effect = lower value; cells stimulated with P. aeruginosa culture filtrate; AID 602141;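 active means corrected activity change at or below -50% at 5 µM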
# TRPM1 prom inh: reduces MITF-dependent TRPM1 promoter luciferase signal | SK-MEL-5 TRPM1 promoter luciferase, 24 h | inhibition, % at 12.5 µM | 330,000 tested, 0.83% active | AID 488899;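 active means mean inhibition across replicates of 60% or more, whatever share of single replicates reaches that level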; further: values of inactives mirror those of a sister screen read the other way
# NR2E3 ag-1: activates human photoreceptor nuclear receptor NR2E3 | Q9Y5X4 | 320,000 tested, 0.12% active | AID 2300 | inhibition of corepressor binding, % at 4.78 µM | GST-NR2E3/biotin-RetCOR TR-FRET, 1536-well;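 active means percent inhibition above the cutoff of mean plus 3 SD of all tested compounds, set per screening campaign, cut at about 20% in these data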;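 further: 0% = DMSO wells and 100% = biotin wells as full block of FRET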
# Target sequence (Q9Y5X4 whole entry, looked up): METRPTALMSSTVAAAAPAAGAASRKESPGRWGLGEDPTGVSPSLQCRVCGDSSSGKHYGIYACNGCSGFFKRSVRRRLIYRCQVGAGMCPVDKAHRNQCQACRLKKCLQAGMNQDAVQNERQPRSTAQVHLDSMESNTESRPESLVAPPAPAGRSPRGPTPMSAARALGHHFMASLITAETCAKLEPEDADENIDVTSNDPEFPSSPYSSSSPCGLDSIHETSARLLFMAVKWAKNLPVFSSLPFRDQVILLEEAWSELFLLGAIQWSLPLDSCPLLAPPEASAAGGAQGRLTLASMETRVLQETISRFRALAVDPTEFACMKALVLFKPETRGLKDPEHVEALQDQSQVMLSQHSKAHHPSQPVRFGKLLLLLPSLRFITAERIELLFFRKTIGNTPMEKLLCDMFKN
#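 System: GST-tagged NR2E3 plus biotinylated RetCOR corepressor; Buffer or medium: pH 7.5 Tris-based buffer; Probe or stimulus: RetCOR corepressor, biotinylated, 7 nM; Doses: compound at 4.8 µM, single dose; Schedule: 5 h incubation at 4 °C; Technique: time-resolved FRET; Evaluation: percent inhibition of TR-FRET ratio; Replication: one well per compound, singlicate testing.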
# C8 TRAIL sens: caspase-8 TRAIL sensitization; 360,000 tested, 1% active; inhibition (viability loss, TRAIL sensitization), % at 10 µM; NB7+C8 cells + TRAIL, ATPlite viability luminescence; AID 624354;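 active means compounds causing at least 50% loss of cell viability in the single-dose screen, relative to plate controls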
# Peg3 promoter: inhibitors of Peg3 promoter. inhibition, % at 20 µM. AID 588405. 360,000 tested, 1.7% active. HeLa PEG-Prom luciferase reporter, luminescence, overnight;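 active means inhibition of at least 50% at 20 µM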
# LMP1 NFkB inh: Epstein-Barr LMP1 NF-kappaB reporter inhibition | LMP1-induced NF-kappaB luciferase reporter cells, luminescence | inhibition, % at 12.5 µM | 350,000 tested, 0.69% active; in the data active means inhibition above about 41%;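 further: 0% = neutral control wells and 100% = reference inhibitor control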
# NR2E3 ag-2: activates human NR2E3 receptor; Q9Y5X4; CHO-S Gal4-NCOR/VP16-NR2E3 two-hybrid, luciferase; inhibition of corepressor binding, % at 3.98 µM; 360,000 tested, 0.35% active; AID 602229;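 active means inhibition above the mean of all tested compounds plus 3 SD, cut at about 70% in these data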;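 further: 0% = DMSO with NR2E3 transfected cells and 100% = cells lacking NR2E3 construct; higher means lower luciferase signal from less NR2E3 corepressor binding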
# An asterisk follows results filed as active; nt = not tested or not shown; & = joins results of further samples. Some of the compounds tested; count on the stated rates, not on these rows.
# Value order: TRPM1 prom inh, HIF-2a block, hiPSC survival, KKLEB cytotox, Peg3 promoter, LMP1 NFkB inh, Shn3 3UTR inh, NR2E3 ag-1, NR2E3 ag-2, C8 TRAIL sens, CF NFkB inh
COc1ccc(Cl)cc1NS(=O)(=O)N1CCOCC1
    -2, 15, 0.0, 17, 4, -7, 1, 4, -18, 13, 2
Cc1nc2ccc(Cl)cc2n1C
    nt, -12, -1.7, -8, -26, 2, 3, nt, -20, 11, -4
Cc1cc(C)c(C(=O)N2CCCC(Nc3ccc(F)cc3)C2)o1 (stereo unspecified)
    -1, -2, 0.0, 0, -8, -5, 13, 1, -13, -14, 4
CN(Cc1ccccc1)c1ccc(C(CC(N)=O)NC(=O)c2ccc(Br)cc2)cc1[N+](=O)[O-] (stereo unspecified)
    5, 11, -0.3, 0, 15, 5, 43, 0, 3, -3, -17
Nc1c(-c2ccccc2)n[nH]c1-c1ccccc1
    -8, -251, 2.6, 2, -227, -20, -43, 1, -88, 11, -6
COc1ccc(OC)c(-c2cc(C(F)(F)F)c3c(n2)sc2c(O)cc(=O)[nH]c23)c1
    11, 9, 2.1, -14, -6, 8, -18, -2, 1, -7, -7
CN1CCN(c2ncnc3c2ncn3[C@H]2CN(Cc3ccc4c(c3)OCO4)C[C@@H](CO)O2)CC1
    nt, 8, -2.9, 0, -4, nt, 4, nt, -6, -20, -6
Cc1ccccc1Nc1nnc(SCC(=O)c2c(N)n(C3CC3)c(=O)[nH]c2=O)s1
    -16, -9, -0.7, 0, -23, 5, -19, nt, -5, -3, 12
CC(=O)C[C@H](O)CC(=O)[C@H]1OC(=O)[C@H](C)CCCCc2ccccc21
    5, 8, -1.1, 9, -15, 4, 5, nt, -2, -13, -18
COCC(=O)Nc1ccccc1-c1ccccc1
    16, 4, -0.2, -21, 2, -6, -28, -2, 25, 0, 7
COc1ccc(CNC(=O)CCC(=O)N2CCN(S(=O)(=O)c3ccc(Cl)cc3)CC2)cc1
    0, 9, 0.4, 7, 11, -8, -6, 2, 11, 3, 8
COc1ccc(CCNS(=O)(=O)c2ccc3c(c2)CCN3C(=O)CCC(=O)O)cc1OC
    -5, 16, -2.2, -9, 9, -4, -4, 3, -31, -7, 12
OC(COCc1ccccc1)CN1CCN(c2ccccc2F)CC1 (stereo unspecified)
    1, 20, -1.0, -8, 4, -2, -14, 3, -18, -5, 27
CC(OC(=O)CCN=C1NS(=O)(=O)c2ccccc21)C(=O)Nc1ccc(N(C)C)cc1 (stereo unspecified)
    3, 1, -0.5, 3, -6, -4, -18, -5, -8, 1, 12
CN(Cc1ccccc1)S(=O)(=O)c1cccc2nsnc12
    2, 13, -0.9, 7, 27, 1, 7, 0, -5, 2, -12
COC(=O)[C@]1(C)CCC[C@@]2(C)C3CC[C@@]4(C)C[C@]3(CC[C@H]12)C[C@H]4O (stereo partly specified)
    7, 21, -0.3, -9, 31, 9, 12, 4, -30, -10, 3
Cc1ccccc1C(=O)N1CCC(C(=O)Nc2nc3ccc(F)cc3s2)CC1
    13, -35, -0.3, -1, -30, 6, 0, 2, 18, 0, 27
CC1CC(C)(C)CC2(C1)NC(=O)N(CC(=O)NCc1ccccc1F)C2=O (stereo unspecified)
    7, 8, 0.1, 2, 10, -2, -13, -3, 2, 10, 16
C#CCN(C(=O)c1ccc(OC2CCN(Cc3ccccn3)CC2)cc1)C1CCCCC1
    -5, 0, -0.4, -11, -10, 13, 6, -5, -6, 13, 12
CCN(CC(=O)Nc1c(F)cccc1F)C(=O)CN1C(=O)c2ccccc2C1=O
    -1, 3, 0.0, 12, 5, -5, -4, -4, -15, -3, -30

# Next entries:
# Value order: TRPM1 prom inh, HIF-2a block, hiPSC survival, KKLEB cytotox, Peg3 promoter, LMP1 NFkB inh, Shn3 3UTR inh, NR2E3 ag-1, NR2E3 ag-2, C8 TRAIL sens, CF NFkB inh
CC(C)c1nc(SCC(=O)Nc2c[nH]c(=O)[nH]c2=O)c2cnn(-c3ccccc3)c2n1
    -9, 18, 0.4, 1, 45, 5, 7, 4, 0, -8, 0
COc1cccc(NC(=O)c2ccccc2SC)c1
    0, -40, -0.9, -11, -13, 1, -7, 0, -4, 6, -5
CCS(=O)(=O)N1CCC(C(=O)NCC2CCCO2)CC1 (stereo unspecified)
    6, -9, 0.2, -2, -9, -2, 15, 1, -4, -4, -2
O=C(CSc1nnc(SCc2cccc3ccccc23)s1)N/N=C/C=C/c1ccccc1[N+](=O)[O-]
    -14, -122, -0.2, 8, -84, -2, -24, 2, -44, -11, -10
CC(=O)Nc1ccc(S(=O)(=O)N(C)CC(=O)OCC(=O)NCc2ccco2)cc1
    8, 8, 0.3, 4, -12, 1, -4, -1, 3, 2, -8
COc1ccc(NC(=O)c2ccc(Oc3ncccn3)cc2)cc1
    -29, -127, 0.4, -11, -112, -4, -18, 2, -16, 10, -10
COc1ccc(N(CC(=O)Nc2ccccc2C(=O)NCc2ccco2)S(C)(=O)=O)cc1
    0, 19, 8.2, 8, -2, -9, 1, 2, 16, 5, -11
CCCCC(CC)C1OCC(C[N+]2(C)CCOCC2)O1 (stereo unspecified)
    7, -9, 0.8, 24, 21, 6, -2, -1, -14, -6, -2
Cc1cc(N(C)C)c(C#N)c(N2CCOCC2)n1
    5, 6, 0.8, 4, 4, 1, 3, -1, -14, -4, -3
CCN1CCN(Cc2ccccc2NC(=O)Nc2ccc(C)cc2)CC1
    -74, -200, -2.2, -1, -208, 6, -52, -3, -46, 18, 4
CCN(Cc1ccncc1)Cc1cn[nH]c1-c1cc(OC)c(OC)c(OC)c1
    8, 6, 0.6, 1, 15, -4, 9, -3, -6, -15, 10
CC(C)C1CC(CCN2CCCCC2)(c2ccccc2)CCO1 (stereo unspecified)
    3, 11, -1.8, -9, -4, -7, 13, 0, 0, -3, 8
Cc1cc(NC(=O)CSc2nccn2C)n(-c2ccccc2)n1
    -3, -43, -0.7, 9, -82, -3, -41, -5, 5, 11, -8
CCN1C(=O)[C@H]2[C@@H](c3ccc(OC)cc3)N[C@]3(CCCN(CCC(C)C)C3=O)[C@H]2C1=O
    nt, 0, -1.3, 5, -3, 4, -4, nt, -34, -2, 7
O=C(NCc1ccc(OC(F)(F)F)cc1)C1CC(c2ccccc2[N+](=O)[O-])=NO1 (stereo unspecified)
    12, 13, -2.4, -3, 1, -3, -45, -3, -5, -8, -6
CC(=O)c1cccc(CN2CCN(Cc3ccc(C)cc3)C(CCO)C2)c1 (stereo unspecified)
    -6, 11, -0.1, 3, 12, 5, -24, -2, 17, -14, -6
CN1CC(c2ccccc2Cl)C2(COc3ccccc3C2=O)C12C(=O)Nc1ccccc12 (stereo unspecified)
    4, 9, -1.6, 10, 29, -1, 21, -1, 2, -17, 19
CCN(CC(=O)Nc1ccc(OC)c(Cl)c1)CC(=O)NC(C)C
    -2, 6, 0.1, 1, 3, -10, 3, 1, 18, 9, 0
CCOc1cc(NC(=O)C2CC2)c(OCC)cc1NC(=O)c1ccccc1OCC
    2, 19, -0.2, -6, 28, -8, -6, 1, -16, 21, 6
CC(C)(C)c1ccc2c(c1)N(CC(=O)O)C(=O)CO2
    6, 12, -0.6, 2, 20, -6, 6, 6, -24, 4, -8

# The list goes on.
# Value order: TRPM1 prom inh, HIF-2a block, hiPSC survival, KKLEB cytotox, Peg3 promoter, LMP1 NFkB inh, Shn3 3UTR inh, NR2E3 ag-1, NR2E3 ag-2, C8 TRAIL sens, CF NFkB inh
NC(=N\N=Cc1ccccc1)/C(N)=N/N=Cc1ccccc1
    nt, -108, 1.4, -4, -78, nt, -39, nt, -56, -6, -3
O=c1[nH]c(/C=C\c2ccc(O)c(O)c2)nc(O)c1[N+](=O)[O-]
    4, 21, -0.2, 8, 12, 4, 5, nt, -10, -3, -1
COc1ccc(-c2ccc3c(c2)C2CC3CCN2Cc2ccc(OC(F)(F)F)cc2)cc1 (stereo unspecified)
    5, -7, 0.1, -2, 9, 12, -3, nt, -37, 1, 6
CCNC(=S)N(CCc1ccc(OC)c(OC)c1)Cc1cc2cc(OC)ccc2[nH]c1=O
    1, 9, 1.9, -16, 5, -8, -11, 5, -1, -3, 4
COc1ccc(-c2nn(C)c(=O)[nH]2)cc1
    1, 20, 1.0, -10, -7, 8, -26, -4, -32, 0, 3
CC(C)Nc1nc(NC(C)(C)C)nc(Oc2ccc(=O)n(-c3ccccc3)n2)n1
    -12, 20, -0.6, -7, 13, 0, 11, 2, -4, -5, 16
C=CCOC(Cn1ccnc1)c1ccc(Cl)cc1Cl (stereo unspecified)
    7, 20, 0.3, 2, 16, -3, 18, 2, -9, 9, -1
COc1ccc(CN2CCNC(=O)C2CC(=O)N(C)CC2CCOCC2)cc1OC (stereo unspecified)
    -2, 2, 0.8, 2, -3, -6, -5, 0, -30, -8, -14
Cc1ccc2c(c1)N(CCC(=O)NC1CC1)C(=O)C(C)O2 (stereo unspecified)
    5, 16, -2.3, -2, -2, -3, -13, 1, -6, -12, -3
Cc1ccc(NC(=O)COc2ncnc3sccc23)cc1S(=O)(=O)N(C)C
    7, 11, 1.7, -12, 5, -8, 1, -1, -13, -7, 1
Cc1ccc(C(=O)N2N=C(c3ccc(Br)cc3)CC2c2ccccc2O)cc1 (stereo unspecified)
    -1, -3, 0.6, -7, 49, -31, -11, 2, -29, -19, 18
COC(=O)c1ccc(C23CC4(C2)[C@H](CN(C)[C@@H]4c2ccccc2)C3c2ccc(Cl)nc2)cc1 (stereo partly specified)
    8, 10, 0.8, 4, 0, 1, 16, 1, 4, 16, -7
CCC1CCCCN1C(=O)c1ccc2nc(Cc3ccc(OC)cc3)oc2c1 (stereo unspecified)
    -82, -209, -0.2, -2, -225, -21, -60, 0, -106, 5, -11
CCC(C(=O)Nc1ccc([N+](=O)[O-])cn1)c1ccccc1 (stereo unspecified)
    -2, 27, 0.0, -2, 15, -2, -11, 2, 17, 3, 7
Cc1ccc(-n2nc(-c3ccco3)cc2C(=O)O)c(C)c1
    9, 10, 0.1, -6, 6, -5, -11, nt, -7, -3, -5
O=C(NC(c1ccc(-c2ccccc2)cc1)c1cnccn1)C1CCN(Cc2ccc(Oc3ccccc3)cc2)CC1 (stereo unspecified)
    nt, -21, 1.5, -11, 56*, nt, 20, nt, 16, 24, 9
CN(C)c1ccc(NC(=O)c2cccc(N3C(=O)CCC3=O)c2)cc1
    -16, -46, -2.4, 8, -24, -6, -34, -2, -24, 11, -12
CN(C)c1nc(Oc2ccc(OCCOc3ccccc3)nn2)nc(N(C)C)n1
    2, 10, 2.6, -1, 9, 3, -1, -1, -24, -12, -20
COc1ccc(CCNC(=O)c2ccc(SC)cc2OC)cc1
    -7, -11, 0.5, -11, -7, 1, -16, 2, -26, -2, 18
Cc1ccc(NC(=O)C(CC(C)C)NC(N)=O)cc1 (stereo unspecified)
    17, -35, -0.6, 8, -36, 4, -13, -4, -7, 7, -8
N=C1c2ccccc2CN1c1ccc(S(=O)(=O)N2CCCCC2)cc1
    -9, -1, 0.1, 7, -6, -2, 13, 5, -8, -7, -1
COc1ccc(CN(C)CCc2ccccn2)cc1OC
    12, 7, 2.1, -14, -7, 0, 13&-3, 2, -3, -4, -23
